Screening results as filed in PubChem BioAssay.
HCT116 bCat-KO: beta-catenin-lacking colon tumor cell growth suppression; HCT116 beta-catenin knockout viability, CellTiter-Glo, 60 h; active compounds read low; viability, % at 10 µM; 140,000 compounds, 1.5% hits;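 active = viability at or under a set limit, the compound median less 4 SD, cut at about 6% in these data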;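 also: 0% = Hyamine 1622 control at 20 µM and 100% = untreated cell control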
MRP-1 activ: MRP-1 activation | viability increase, % at 10 µM | H69AR cells + doxorubicin, viability rescue, CellTiter-Glo | 140,000 compounds, 0.61% hits;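 active = viability gain under doxorubicin at or above a set limit, the compound median plus 3 SD, cut at about 4.7% in these data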;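 also: MRP-1 overexpressing cells given doxorubicin 25 µM after compound pretreatment; 18-22 h compound pretreatment then 72 h with doxorubicin before readout; 0% = doxorubicin-only wells and 100% = vehicle-treated cells without doxorubicin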
Phagocyt inh: blocks phagocytosis by macrophages | J774A.1 macrophage IgG-bead phagocytosis, imaging | inhibition, % at 5 µM | 110,000 compounds, 0.07% hits;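 active = inhibition above the mean of the plate negative controls plus 5 SD, cut at about 13% in these data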;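 also: phagocytic index as fraction of beads internalized from green versus red external bead signal; plate controls were DMSO negative control for no effect and cytochalasin-D positive control for full effect; some results beyond the cut were filed as inactive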
E-sel TNF inh: TNF alpha driven E-selectin expression inhibition; 120,000 compounds, 0.71% hits; inhibition, % at 2 µM; HUVEC TNFa-induced E-selectin immunofluorescence, high content;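 active = inhibition above the batch mean plus 3 SD, and confirmed as a hit on visual image review, cut at about 43% in these data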;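 also: 0% = TNF-stimulated DMSO wells and 100% = unstimulated control wells; not every result past the cut was called active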
Yeast life ext: yeast lifespan extension; S. cerevisiae growth with nicotinamide, OD615; deaD strain in restrictive glucose medium; AID 775; 130,000 compounds, 0.68% hits; inhibition of the nicotinamide effect, % at 10 µM;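 active = inhibition above a set limit, placed 3 SD over the median of all compounds, cut at about 26% in these data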;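 also: 0% = nicotinamide-treated wells and 100% = cells grown without nicotinamide; some compounds called inactive have numbers as strong as hits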
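Assay system: engineered S. cerevisiae DeaD replicative-lifespan strain, galactose-grown log-phase cells; Buffer or medium: CSMM-D glucose medium, restrictive; Probe or stimulus: nicotinamide 1.5 mM; Compound: single dose 10 µM compound, 0.25% DMSO; Schedule: 4 h preincubation then 48 h treatment at 30 °C; Technique: OD615 measurement.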
HCT116 PTEN-null: suppresses growth of cells with PTEN deletion; HCT116 PTEN-null viability, CellTiter-Glo, 60 h; active compounds read low; viability, % at 10 µM; 140,000 compounds, 1.2% hits; AID 827;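 active = viability at or below a set limit, 4 SD under the median of all tested compounds, cut at about 3.7% in these data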;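 also: PTEN knockout HCT116 line with beta catenin targeted HCT116 as companion control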
Yeast growth inh: reduces growth of yeast BB579 in restrictive medium; S. cerevisiae BB579 growth, OD615, 48 h; inhibition, % at 10 µM; 140,000 compounds, 0.51% hits; AID 804;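 active = inhibition above a set limit, 3 SD over the mean compound inhibition, cut at about 44% in these data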; also: inactives centre near -24
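Assay system – yeast BB579 (DeaD) · Dosing – single compound dose of 10 µM, 0.25% DMSO final · Detection – OD615 turbidity measurement · Buffer or medium – CSMM-D restrictive synthetic medium containing dextrose (glucose) · Benchmarks – positive control amphotericin B 10 µg/mL · Incubation – 48 h exposure, 30 °C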
NPY Y2 blocker: antagonists of human neuropeptide Y receptor Y2. 140,000 compounds, 0.99% hits. AID 793. NPY-Y2 expressing cells, antagonist mode. inhibition, % at 2.7 µM. P49146; in the data active = inhibition above about 17%;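 also: 0% = vehicle with agonist challenge and 100% = reference antagonist with challenge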
Target sequence (P49146 whole entry, looked up): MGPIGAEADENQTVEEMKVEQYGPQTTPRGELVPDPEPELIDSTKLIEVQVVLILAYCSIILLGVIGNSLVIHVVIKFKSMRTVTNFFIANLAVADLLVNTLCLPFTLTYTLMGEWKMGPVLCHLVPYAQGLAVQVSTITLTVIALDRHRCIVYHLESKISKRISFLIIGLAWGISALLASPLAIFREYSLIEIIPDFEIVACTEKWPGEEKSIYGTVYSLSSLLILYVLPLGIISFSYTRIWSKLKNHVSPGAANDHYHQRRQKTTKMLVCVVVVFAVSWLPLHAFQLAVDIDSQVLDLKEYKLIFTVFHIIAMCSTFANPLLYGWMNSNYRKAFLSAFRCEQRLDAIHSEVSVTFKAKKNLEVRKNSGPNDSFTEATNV
GALR2 blocker: antagonists of human galanin receptor 2 (GALR2) | O43603 | GALR2-expressing cells, antagonist mode | inhibition, % at 4 µM | 140,000 compounds, 0.39% hits; in the data active = inhibition above about 27%;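 also: cells stimulated with galanin 1-16 at roughly its EC80; 0% = agonist challenge control and 100% = basal control without agonist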
Target sequence (O43603 whole entry, looked up): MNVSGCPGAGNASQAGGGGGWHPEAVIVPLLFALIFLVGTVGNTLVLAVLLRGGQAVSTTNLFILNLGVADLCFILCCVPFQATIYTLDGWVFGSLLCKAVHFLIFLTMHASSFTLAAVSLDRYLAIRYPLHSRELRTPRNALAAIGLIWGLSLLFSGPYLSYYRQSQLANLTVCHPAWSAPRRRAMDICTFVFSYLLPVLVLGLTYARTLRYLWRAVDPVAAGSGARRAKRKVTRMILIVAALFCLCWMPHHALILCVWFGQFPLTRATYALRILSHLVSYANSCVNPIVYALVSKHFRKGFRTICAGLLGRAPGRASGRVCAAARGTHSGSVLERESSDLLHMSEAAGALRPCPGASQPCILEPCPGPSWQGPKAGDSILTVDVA
Measles CPE: protection of cells from measles virus. Measles virus-infected cells, CPE protection, absorbance. AID 841. protection (pct of control), % at 4 µM. 140,000 compounds, 1.5% hits; in the data active = protection mostly above about 24%, no sharp cut-off; inactive = mostly below about 26%; also: some compounds called inactive have numbers as strong as hits
Starred values were filed as active, the others as inactive.

Cn1c(SCC(=O)N2CCCc3ccccc32)nnc1-c1ccccc1 was read as HCT116 bCat-KO 86, MRP-1 activ -0.6, Phagocyt inh 0, E-sel TNF inh -12, Yeast life ext -7, HCT116 PTEN-null 114, Yeast growth inh -17, NPY Y2 blocker 4, GALR2 blocker -4 and Measles CPE 4.
For COCCN(C(=O)C(F)(F)F)C(C(=O)NC1CCCCC1)c1ccco1 (stereo not given) the results were HCT116 bCat-KO 92, MRP-1 activ -0.8, Phagocyt inh -1, E-sel TNF inh -5, Yeast life ext -19, HCT116 PTEN-null 81, Yeast growth inh 0, NPY Y2 blocker 2, GALR2 blocker 1 and Measles CPE 2.
For Cc1ccc(COc2coc(CO)cc2=O)cc1 the results were HCT116 bCat-KO 107, MRP-1 activ -2.5, E-sel TNF inh 29, Yeast life ext -19, HCT116 PTEN-null 100, Yeast growth inh -32, NPY Y2 blocker 0, GALR2 blocker 8 and Measles CPE 12.
For Cc1ccc2c(c1)NC(=O)C(CC(=O)Nc1ccc(CN3CCC(C)CC3)cc1)O2 (stereo not given) the results were HCT116 bCat-KO 92, MRP-1 activ -0.6, Phagocyt inh 0, Yeast life ext -12, HCT116 PTEN-null 100, Yeast growth inh -28, NPY Y2 blocker 3, GALR2 blocker -5 and Measles CPE 12.
Screening Cc1csc(NC(=O)CSc2nnc(CCNC(=O)c3cccs3)n2C)n1 returned HCT116 bCat-KO 96, MRP-1 activ -0.8, E-sel TNF inh 3, HCT116 PTEN-null 103, Yeast growth inh -21, NPY Y2 blocker 0, GALR2 blocker -3 and Measles CPE 18.
CCOc1ccc(N2CC(C(=O)Nc3cc(C)on3)CC2=O)cc1 (stereo not given) was read as HCT116 bCat-KO 89, MRP-1 activ -1.9, Phagocyt inh 0, Yeast life ext -1, HCT116 PTEN-null 93, Yeast growth inh -13, NPY Y2 blocker 4, GALR2 blocker 11 and Measles CPE 4.
For COC(=O)c1ccccc1NC(=O)CN1CCC(NC(=O)c2ccc(C)cc2)CC1 the results were HCT116 bCat-KO 96, MRP-1 activ -2.7, Phagocyt inh -1, E-sel TNF inh -1, Yeast life ext -5, HCT116 PTEN-null 103, Yeast growth inh -22, NPY Y2 blocker 3, GALR2 blocker -4 and Measles CPE 3.
Screening O=C(CNS(=O)(=O)c1ccc(F)cc1)N1CCN(c2ccccc2)CC1 returned HCT116 bCat-KO 97, MRP-1 activ 1.4, Phagocyt inh 1, E-sel TNF inh 18, Yeast life ext -6, HCT116 PTEN-null 97, Yeast growth inh 25, NPY Y2 blocker 5, GALR2 blocker -12 and Measles CPE 10.
Fc1ccc(/C=N/NC2=Nc3cccc4cccc2c34)cc1 was read as HCT116 bCat-KO 65, MRP-1 activ -2.4, Phagocyt inh -2, Yeast life ext -5, HCT116 PTEN-null 78, Yeast growth inh -43, NPY Y2 blocker 4, GALR2 blocker 21 and Measles CPE 5.
`Cc1noc(C)c1CSc1nnc2scc(-c3ccccc3)n12` gave HCT116 bCat-KO 110, MRP-1 activ -1.7, Phagocyt inh 0, E-sel TNF inh 14, Yeast life ext -10, HCT116 PTEN-null 93, Yeast growth inh -32, NPY Y2 blocker 0, GALR2 blocker 2 and Measles CPE 8.
`CCOC(=O)c1c(C)[nH]c(C(=O)COC(=O)c2ccc(N3CCCC3=O)cc2)c1C` gave HCT116 bCat-KO 75, MRP-1 activ -3.8, Phagocyt inh 2, E-sel TNF inh -34, Yeast life ext -4, HCT116 PTEN-null 81, Yeast growth inh -21, NPY Y2 blocker 2, GALR2 blocker 2 and Measles CPE 10.
Screening CC(=O)N1N=C(c2ccc(C)o2)CC1c1ccc(Br)cc1 (stereo not given) returned HCT116 bCat-KO 102, MRP-1 activ -2.6, E-sel TNF inh -55, Yeast life ext -9, HCT116 PTEN-null 97, Yeast growth inh -9, NPY Y2 blocker 0, GALR2 blocker 5 and Measles CPE 6.
`Cc1ccc(-c2c[n+](CC(=O)N3c4ccccc4Sc4ccccc43)c3n2CCC3)cc1` gave HCT116 bCat-KO 61, MRP-1 activ 2.9, Phagocyt inh -4, E-sel TNF inh -12, Yeast life ext -1, HCT116 PTEN-null 65, Yeast growth inh -16, NPY Y2 blocker 7, GALR2 blocker 6 and Measles CPE 27.
For Cn1c(=O)c2c(nc(N/N=C/c3ccc(OC(=O)c4ccco4)cc3)n2Cc2ccccc2Cl)n(C)c1=O the results were HCT116 bCat-KO 39, MRP-1 activ -4.1, Yeast life ext 2, HCT116 PTEN-null 25, Yeast growth inh -48, NPY Y2 blocker 3, GALR2 blocker 3 and Measles CPE 5.
CCc1oc2c(C)c(O)ccc2c(=O)c1-c1ccc2ccccc2n1 was read as HCT116 bCat-KO 70, MRP-1 activ -2.9, E-sel TNF inh -39, Yeast life ext -4, HCT116 PTEN-null 80, Yeast growth inh -49, NPY Y2 blocker 2, GALR2 blocker 3 and Measles CPE 1.
Cc1ccc(-n2c(CNc3ccc(F)cc3)nnc2SCC(=O)N2CCOCC2)cc1 was read as HCT116 bCat-KO 91, MRP-1 activ -1.5, E-sel TNF inh -4, HCT116 PTEN-null 91, Yeast growth inh -39, NPY Y2 blocker 0, GALR2 blocker 12 and Measles CPE 6.
Screening CCn1nnc(-c2ccccc2NS(=O)(=O)c2ccc(S(=O)(=O)N3CCCCCC3)cc2)n1 returned HCT116 bCat-KO 85, MRP-1 activ -0.6, Phagocyt inh 2, E-sel TNF inh -5, Yeast life ext 12, HCT116 PTEN-null 77, Yeast growth inh -22, NPY Y2 blocker -2, GALR2 blocker -3 and Measles CPE 18.
Screening CCOCCOC(=O)c1cccc(NC(=O)OCC)c1 returned HCT116 bCat-KO 102, MRP-1 activ -0.7, Phagocyt inh -1, E-sel TNF inh 5, Yeast life ext -12, HCT116 PTEN-null 87, Yeast growth inh -21, NPY Y2 blocker -1, GALR2 blocker -5 and Measles CPE 8.
COc1cc2[nH]c(=O)n(CCCCCC(=O)N3CCN(c4ccccn4)CC3)c(=O)c2cc1OC was read as HCT116 bCat-KO 83, MRP-1 activ -1.7, Phagocyt inh 1, E-sel TNF inh 8, Yeast life ext 1, HCT116 PTEN-null 89, Yeast growth inh 14, NPY Y2 blocker -1, GALR2 blocker -2 and Measles CPE 5.
For O=C1OC(Nc2ccc(F)cc2F)c2ccccc21 (stereo not given) the results were HCT116 bCat-KO 96, MRP-1 activ 0.2, Phagocyt inh -1, E-sel TNF inh -2, Yeast life ext -4, HCT116 PTEN-null 111, Yeast growth inh -38, NPY Y2 blocker 6, GALR2 blocker 2 and Measles CPE 9.
`CCC(CC)C(=O)c1c[nH]c(C(=O)NCC2CCCO2)c1` (stereo not given) gave HCT116 bCat-KO 81, MRP-1 activ -1.0, E-sel TNF inh -47, Yeast life ext -2, HCT116 PTEN-null 86, Yeast growth inh -29, NPY Y2 blocker 1, GALR2 blocker 10 and Measles CPE 20.
For CCOC(=O)c1ccccc1NC1CC(=O)N(c2ccccc2C)C1=O (stereo not given) the results were HCT116 bCat-KO 101, MRP-1 activ -1.6, Phagocyt inh -1, E-sel TNF inh 4, Yeast life ext -24, HCT116 PTEN-null 96, Yeast growth inh -52, NPY Y2 blocker 0, GALR2 blocker -14 and Measles CPE 15.
Screening COc1ccc(CCNC(=O)CN2C(=O)c3ccccc3C2=O)cc1 returned HCT116 bCat-KO 108, MRP-1 activ -0.8, Phagocyt inh 0, E-sel TNF inh 18, Yeast life ext -12, HCT116 PTEN-null 87, Yeast growth inh -6, NPY Y2 blocker 3, GALR2 blocker -10 and Measles CPE 12.
For CCOC(=O)/C(C#N)=C\C1=C(N2CCCC2)CC(C)(C)OC1 the results were HCT116 bCat-KO 88, MRP-1 activ -3.1, E-sel TNF inh -1, HCT116 PTEN-null 104, Yeast growth inh -23, NPY Y2 blocker 2, GALR2 blocker -2 and Measles CPE 9.
Screening O=C(CSc1nnc(-c2ccccc2)o1)Nn1cnnc1 returned HCT116 bCat-KO 98, MRP-1 activ -0.3, Phagocyt inh 0, E-sel TNF inh 4, Yeast life ext -2, HCT116 PTEN-null 104, Yeast growth inh -48, NPY Y2 blocker 3, GALR2 blocker -8 and Measles CPE 20.
For CCOC(=O)C1NN=C(C(=O)c2ccccc2)C1c1ccccc1 (stereo not given) the results were HCT116 bCat-KO 87, MRP-1 activ -2.2, Phagocyt inh -3, Yeast life ext 5, HCT116 PTEN-null 89, Yeast growth inh -16, NPY Y2 blocker 5, GALR2 blocker 5 and Measles CPE 14.
For COc1cccc(-n2c(CN3CCN(Cc4ccccc4)CC3)nc3ccc([N+](=O)[O-])cc3c2=O)c1 the results were HCT116 bCat-KO 74, MRP-1 activ -3.5, Phagocyt inh -8, Yeast life ext 3, HCT116 PTEN-null 65, Yeast growth inh -36, NPY Y2 blocker 0, GALR2 blocker 6 and Measles CPE 22.
Screening CCCc1ccc(-c2cc(N)n[nH]2)cc1 returned HCT116 bCat-KO 87, MRP-1 activ -2.2, Phagocyt inh -1, E-sel TNF inh 1, Yeast life ext -17, HCT116 PTEN-null 94, Yeast growth inh -31, NPY Y2 blocker 2, GALR2 blocker 2 and Measles CPE 24.
Screening Cc1ccc2[nH]c(-c3cccc(F)c3)cc(=O)c2c1 returned HCT116 bCat-KO 15, MRP-1 activ -2.8, E-sel TNF inh -12, Yeast life ext 2, HCT116 PTEN-null 16, Yeast growth inh -44, NPY Y2 blocker 0, GALR2 blocker 11 and Measles CPE 10.
For Cn1nc(OC(=O)Nc2ccc(Cl)cc2)cc1C(F)(F)F the results were HCT116 bCat-KO 90, MRP-1 activ -0.6, Phagocyt inh -1, Yeast life ext -8, HCT116 PTEN-null 100, Yeast growth inh -68, NPY Y2 blocker 2, GALR2 blocker -13 and Measles CPE 7.
For Cc1cccc(N2CCN(c3ccc(N4C(=O)CCCC4=O)cc3[N+](=O)[O-])CC2C)c1 (stereo not given) the results were HCT116 bCat-KO 101, MRP-1 activ -1.1, Phagocyt inh -3, E-sel TNF inh 19, Yeast life ext 0, HCT116 PTEN-null 97, Yeast growth inh 8, NPY Y2 blocker -1, GALR2 blocker -2 and Measles CPE 34.

Part of the list above in order of length of the SMILES, rising.
Screening O=C(CSc1nnc(-c2ccccc2)o1)Nn1cnnc1 returned HCT116 bCat-KO 98, MRP-1 activ -0.3, Phagocyt inh 0, E-sel TNF inh 4, Yeast life ext -2, HCT116 PTEN-null 104, Yeast growth inh -48, NPY Y2 blocker 3, GALR2 blocker -8 and Measles CPE 20.
For Cn1nc(OC(=O)Nc2ccc(Cl)cc2)cc1C(F)(F)F the results were HCT116 bCat-KO 90, MRP-1 activ -0.6, Phagocyt inh -1, Yeast life ext -8, HCT116 PTEN-null 100, Yeast growth inh -68, NPY Y2 blocker 2, GALR2 blocker -13 and Measles CPE 7.
For COC(=O)c1ccccc1NC(=O)CN1CCC(NC(=O)c2ccc(C)cc2)CC1 the results were HCT116 bCat-KO 96, MRP-1 activ -2.7, Phagocyt inh -1, E-sel TNF inh -1, Yeast life ext -5, HCT116 PTEN-null 103, Yeast growth inh -22, NPY Y2 blocker 3, GALR2 blocker -4 and Measles CPE 3.
